High-throughput results from PubChem.
APJ antagonist = antagonists of human APJ apelin receptor; CHO-K1 APJ beta-arrestin complementation, luminescence; P35414; 0.32% of 330,000 active; inhibition, % at 20 µM;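 active means inhibition above about 40% at 20 µM, limit read from the data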;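 further: cells challenged with 10 nM apelin-13 agonist together with compound; plate controls were apelin-13 plus DMSO wells for no effect and DMSO wells lacking apelin-13 for full effect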
Target sequence (P35414 whole entry, looked up): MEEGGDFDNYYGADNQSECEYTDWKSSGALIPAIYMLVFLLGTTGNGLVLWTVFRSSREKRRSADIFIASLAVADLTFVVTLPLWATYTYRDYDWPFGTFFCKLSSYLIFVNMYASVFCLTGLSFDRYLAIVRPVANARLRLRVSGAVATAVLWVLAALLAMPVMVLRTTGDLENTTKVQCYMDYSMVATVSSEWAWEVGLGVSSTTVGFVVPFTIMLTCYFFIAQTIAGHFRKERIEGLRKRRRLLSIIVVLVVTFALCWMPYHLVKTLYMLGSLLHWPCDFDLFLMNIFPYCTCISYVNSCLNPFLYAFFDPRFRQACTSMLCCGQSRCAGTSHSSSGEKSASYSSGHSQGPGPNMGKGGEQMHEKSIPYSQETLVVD
tim10-1 inh = growth inhibitors of tim10-1 mutant yeast; S. cerevisiae tim10-1 ts strain growth, BacTiter-Glo, 24 h; inhibition, % at 20 µM; 2.2% of 330,000 active; AID 463190;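 active means inhibition of at least 40%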;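 further: mutant grown at 25 °C; 0% = DMSO wells with yeast and 100% = wells holding no yeast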
TIM10 inh = inhibits growth of TIM10 yeast strain | inhibition, % at 10 µM | S. cerevisiae TIM10 strain growth, BacTiter-Glo luminescence, 24 h | 1.4% of 330,000 active;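 active means inhibition of 40% or more at the single tested concentration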;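 further: wild-type TIM10 isogenic control strain grown at permissive 25 °C; 0% = DMSO yeast wells and 100% = minimal medium wells without yeast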
tim23-1 inh = inhibits growth of tim23-1 mutant yeast; inhibition, % at 20 µM; S. cerevisiae tim23-1 growth, BacTiter-Glo luminescence, 24 h; 1.3% of 330,000 active;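 active means growth inhibition of the mutant yeast at or above 50%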;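 further: temperature-sensitive mutant grown at 25 °C; plate controls were DMSO-treated mutant yeast for no effect and medium wells lacking yeast for full effect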
GRIN3A LBD mod = modulates the human NR3A ligand-binding domain | NR3A LBD differential scanning fluorimetry, Tm shift; 0% = protein alone, 100% = glycine-bound protein | Tm shift relative to glycine control, % at 25 µM | 2.5% of 340,000 active | AID 1259313;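 active means melting temperature shift of at least 10% of the positive control shift, at one fixed dose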
MPTP block = blocks calcium-induced mitochondrial swelling; isolated mouse mitochondria, Ca2+ swelling absorbance, 30 min; inhibition, % at 10 µM; 1.4% of 360,000 active;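 active means inhibition of 50% or more, scaled per plate between neutral and stimulator controls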;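 further: 0% = DMSO wells given calcium and 100% = 1 mM EGTA wells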
beta cell repl = inducers of beta-cell replication in MIN6 cells. proliferation, % at 10 µM. 0.29% of 330,000 active. MIN6 cells proliferation, ATPlite luminescence, 48 h; cells starved in 0.2% serum; 100% = growth in 10% serum;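 active means compounds whose signal lies at least 3.5 SD above the mean of all wells on their plate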;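 further: 0% = DMSO-treated cells in low-serum medium and 100% = 10% serum control; some compounds called inactive have numbers as strong as hits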
NLRP3 yeast inh = blocks the NALP3 inflammasome reconstituted in yeast; inhibition, % at 10 µM; Yeast reconstituted NLRP3/ASC/caspase-1, beta-gal luminescence, 24 h; 0.39% of 330,000 active; AID 2825;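 active means inhibition of 50% or more; inactive means inhibition below 50%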;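 further: plate controls were induced DMSO wells for no effect and uninduced yeast grown without galactose for full effect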
APJ ag = agonists of human APJ apelin receptor | CHO-K1 APJ PathHunter beta-arrestin, luminescence; 0% DMSO wells, 100% apelin | activation, % at 20 µM | 0.11% of 330,000 active;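 active means activation more than six SD over the plate average, tested at 20 µM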;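 further: 0% = DMSO alone and 100% = apelin-13 at 10 nM; some results filed as inactive read as strong as hits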
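Incubation: overnight seeding, 90 min compound at 25 °C, 1 h detection; test system: PathHunter CHO-K1 APJ (AGTRL-1) beta-arrestin reporter cells; amount: 1000 cells/well; doses: one dose, 20 µM compound, 1% DMSO; measured by: beta-gal luminescence; measure: agonist-driven arrestin binding to APJ; benchmarks: negative DMSO alone, positive Apelin-13 at 10 nM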
The depositor's hits bear a star.

SMILES	APJ antagonist	tim10-1 inh	TIM10 inh	tim23-1 inh	GRIN3A LBD mod	MPTP block	beta cell repl	NLRP3 yeast inh	APJ ag
CCC(C)[C@H](NC(=O)N1CCn2c1nc1ccccc12)C(=O)NCc1ccccc1 (some centres undefined)	9	6	10	8	-3	0.0	-3	11	1
O=C(CSc1ccccc1C(=O)O)NC1CCCCCCC1	-7	10	5	7	-1	-0.4	0	15	-2
COc1ccccc1NC(=O)COC(=O)CCc1ccc(S(=O)(=O)N2CCOCC2)cc1	-1	19	8	20	-2	0.8	5	10	-3
COc1ccccc1NC(=O)Nc1c(C)n(C)n(-c2ccccc2)c1=O	2	7	6	4	-3	-0.2	-3	0	-2
COc1ccccc1CC(=O)Nc1ccc(O)cc1C(=O)O	-2	6	-6	1	-2	-1.4	-4	-1	4
NS(=O)(=O)c1ccc(CNC(=O)c2ccccn2)cc1	-11	7	15	9	2	0.1	-4	9	-6
CCOC(=O)c1cnn(-c2cc(C)nc3c(-c4ccccc4)c(C)nn23)c1N	1	3	0	14	0	3.9	-3	14	1
COc1ccc(C)cc1NS(=O)(=O)c1cn(C)c(=O)n(C)c1=O	8	-2	-8	3	-3	0.1	2	-8	6
Cc1ccn2cc(CCNC(=O)C3CC=CCC3C(=O)O)nc2c1 (centres undefined)	-7	10	-3	-2	-4	0.8	0	-7	-2
CCc1ccc(C2=NNC(=Nc3c(C)n(C)n(-c4ccccc4)c3=O)SC2)cc1	19	11	7	19	-1	0.4	-3	4	-3
Cc1cc(S(=O)(=O)NCc2ccco2)c(C)cc1Cl	8	21	0	28	1	1.2	-2	6	-1
COc1ccc(-c2cc(C(F)(F)F)nc(SCc3cccc(C(=O)O)c3)n2)cc1	16	-10	-7	30	-399	6.5	-3	12	-5
CCc1noc(C)c1C(=O)Nc1sc(C(=O)N(C)C)c(C)c1C#N	-3	8	6	16	1	-2.3	-5	12	-9
COC(=O)COc1ccc2c(=O)c(Oc3ccccc3)c(C)oc2c1	-22	7	3	-3	-1	0.7	3	14	0
CCOc1nc(NC(C)C)nc(NC(C)C)n1	-2	15	-8	-1	0	-0.1	2	-4	0
CC(=O)Nc1ccc(C2(c3ccc(NC(C)=O)cc3)NC(=O)c3ccccc32)cc1	13	-5	-9	-8	1	0.4	-2	7	1
O=C(Nc1cc(S(=O)(=O)N2CCOCC2)ccc1N1CCCC1)C1COc2ccccc2O1 (centres undefined)	8	20	11	14	-2	-0.5	2	-12	-3
O=C(Nc1cc(Cl)ccc1N1CCCCC1)c1cccs1	5	19	18	11	0	1.0	-1	18	-9
Cc1c(NS(=O)(=O)c2cc(C(=O)OCC(=O)N3CCC(C)CC3)ccc2Cl)c(=O)n(-c2ccccc2)n1C	7	8	-30	11	-2	-0.6	-3	-7	-1
CN1c2ccsc2C(O)=C(C(=S)Nc2ccc(F)c(Cl)c2)S1(=O)=O	17	3	12	-6	26*	45	-3	-8	7
O=C(O)c1cccc(-n2cccc2/C=C2\NC(=O)N(Cc3ccc(F)cc3)C2=O)c1	2	-6	-9	14	1	0.2	-2	8	-3
O=S(=O)(Nc1cccc2ccccc12)c1ccccc1	-20	14	9	25	1	1.6	-2	-6	-2
Cc1ccc(S(=O)(=O)N2CCCCC2)cc1C(=O)NCC1CCCO1 (centres undefined)	5	9	10	13	4	0.4	-2	6	3
COC(=O)CSc1nc(C)cc(N2CCOCC2)n1	-11	0	-34	9	-1	6.4	-1	2	0
CNC(=S)N1N=C(c2ccc(Br)cc2)CC1c1ccc(N(C)C)cc1 (centres undefined)	-17	27	-12	10	-4	-0.3	-1	24	-1
CC1(c2ccc(OCC#N)cc2)C=C(c2ccc(OCC#N)cc2)n2nc(C(F)(F)F)nc2N1 (centres undefined)	6	36	30	12	-3	2.8	-6	-2	-5
COc1cc(NC(=O)c2cccc([N+](=O)[O-])c2C)ccc1NC(=O)c1ccco1	1	2	-4	-31	9	5.5	1	-4	-5
CC(C)c1ccc(C(C)NCCS(=O)(=O)c2ccc(Cl)cc2)cc1 (centres undefined)	5	18	14	22	-2	-0.7	-2	18	-3
NCCc1nnc(SCC(=O)Nc2ccc(Br)cc2)o1	7	8	0	10	-8	-1.5	-2	58*	-2
COc1ccc(C2C(C#N)=C(N)Oc3c2oc(CO)cc3=O)c(OC)c1OC (centres undefined)	-3	7	-5	-4	-1	-0.9	-1	-7	-1
CCC1CN(C)C2Cc3c([nH]c4ccccc34)C(=O)CC1C2C(=O)OC (centres undefined)	-5	24	11	31	-2	0.0	-2	3	-1
COc1ccc(S(=O)(=O)Nc2nc3c(s2)CCCC3)cc1	-24	-11	-7	0	-1	3.3	-2	12	-2
COC(=O)CCCNC(=O)c1ccc2oc(CCCc3ccccc3)nc2c1	24	-4	-10	13	3	0.5	-1	21	-1
N/C(=N\OC(=O)CCCC(=O)O)c1ncc(C(F)(F)F)cc1Cl	-19	2	-13	10	2	-0.2	-2	13	-2
CCCCOc1ccccc1NC(=O)CSc1nnnn1C(C)(C)C	4	30	13	39	3	3.1	-3	4	-5
CC(=O)C1=C(O)C(=O)N(Cc2ccccc2)C1c1cccc([N+](=O)[O-])c1 (centres undefined)	-5	6	-6	1	0	-0.8	-1	6	-2
CCCC(=O)Nc1ccc(N2CCN(C(=O)c3cccs3)CC2)cc1	6	13	13	8	0	-1.8	1	-1	-2
COc1ccc(CNC(=O)C(=O)NC2CCC(C)CC2)cc1 (centres undefined)	2	10	-3	4	0	0.6	-4	24	-2
O=C(O)CCc1nc(-c2ccccc2)no1	-2	15	-16	3	-1	1.6	-2	-7	-8
NC1=NC(=O)/C(=C/c2ccc(Br)cc2)S1	-4	-28	-7	-11	-1	0.0	-2	23	1
CC(C)CC(=O)Nc1nnc(S(=O)(=O)N(C)c2ccc(Cl)cc2)s1	1	-20	-13	-8	-26	0.3	-5	8	-1
Cc1cc(C)n2nc(S(=O)(=O)NC3CCCCC3)nc2n1	12	5	1	20	4	-1.8	4	16	-3
Cc1ccc(N(Cc2ccccc2F)S(C)(=O)=O)c(C)c1	-2	12	13	16	-1	0.9	0	16	-5
O=C1CSC(c2cn(-c3ccccc3)nc2-c2cc3ccccc3oc2=O)N1Cc1ccco1 (centres undefined)	6	33	42*	27	-4	4.3	0	2	-3
CN(C)CCN(C(=O)c1ccc2c(c1)OCCO2)c1nc2c(Cl)cccc2s1	-12	38	11	17	2	2.2	-6	19	-6
O=C(c1cc(S(=O)(=O)N2CCCCC2)ccc1F)N1CCCCC1	17	14	26	25	1	-2.5	-2	13	-4
CNC(=O)c1cc(NC(=O)CCn2nc(-c3ccc(C)cc3)c3ccccc3c2=O)ccc1OC	19	18	14	-1	-6	2.7	3	15	-3
Cc1nc2ccccc2n1Cc1ccccc1	9	5	7	2	0	1.0	-1	9	-4
COc1ccc(CN(C(=O)c2oc3ccccc3c2C)C2CCS(=O)(=O)C2)cc1OC (centres undefined)	-5	1	-11	9	0	-2.0	0	19	-5
COc1ccc(S(=O)(=O)N(C)C[C@H]2Oc3c(cccc3N(C)C)C(=O)N([C@H](C)CO)C[C@@H]2C)cc1	13	15	9	27	-1	-0.8	1	21	-4
S=C(NCCc1ccccc1)Nc1nccs1	14	16	-27	36	-34	2.9	5	21	-4
O=C(NC(=S)Nc1ccc(Br)cc1F)C1CCCCC1	-6	30	8	16	3	1.6	-6	8	-1
CCc1ccc(/C=C2\SC(=S)N(CCC(=O)Nc3cc(C)on3)C2=O)cc1	9	2	1	-7	-3	1.0	0	0	-1
O=C(NN/C(=N/S(=O)(=O)c1ccc(Cl)cc1)c1ccccc1)c1ccc(O)cc1	-1	4	11	2	37*	-1.0	1	16	0
Cc1ccc(/C=c2\s/c(=C(/C#N)C(=O)N3CCCC3)n(Cc3ccco3)c2=O)s1	24	37	26	38	-1	4.2	-6	3	-4
COc1ccc(NC(=O)c2nnn(Cc3ccc(SC)cc3)c2N)c(OC)c1	-53	9	5	13	0	-0.2	-3	17	-2
Cc1ccc(C(=O)/C=C2\NCCNC2=O)cc1	-5	12	2	-2	-1	0.3	-2	12	-13
COC(=O)C(C(=O)OC)=C(/C=C/N(C)C)N(C)C	-1	14	-5	6	3	0.1	1	-3	0
Clc1ccccc1Sc1ccc(-c2ccccn2)s1	-3	1	0	20	-7	1.9	-3	14	2
O=C(N/C(=C/c1ccccc1)C(=O)N1CCOCC1)c1ccc([N+](=O)[O-])cc1	0	13	11	3	-4	1.6	-1	7	0

Remaining list, next part.
SMILES	APJ antagonist	tim10-1 inh	TIM10 inh	tim23-1 inh	GRIN3A LBD mod	MPTP block	beta cell repl	NLRP3 yeast inh	APJ ag
COc1ccccc1NC(=O)C1CCCN(c2ncnc3c2nc2n3CCCCC2)C1 (centres undefined)	11	19	9	15	-2	-1.0	-1	10	-1
CCN1C(=O)CC(NCc2ccc(S(N)(=O)=O)cc2)C1=O (centres undefined)	5	-4	-12	13	0	-0.1	-5	11	2
Cc1cc(N(C)/N=C/c2ccccc2)nc(-c2ccccc2O)n1	-4	17	9	14	-1	1.5	-4	13	-3
CCCCc1nnc(NC(=O)CS(=O)(=O)Cc2ccccc2)s1	-5	18	-13	24	1	-0.6	-1	23	-4
COc1ccccc1N1CCN(C2CCC(C)CC2)CC1 (centres undefined)	21	-19	-11	7	3	0.3	0	30	-4
CN(C)CCNC(=O)Cn1ccc2cc(S(=O)(=O)N3CCCCC3)ccc21	-5	-4	-10	1	-2	-0.4	-2	3	2
CC(Oc1ccc(C(C)(C)C)cc1)c1ccnc2nc(/N=C/N(C)C)nn12 (centres undefined)	-9	20	21	37	-3	0.7	-3	-10	-4
CC(C)C(c1nnnn1Cc1ccco1)N1CCC(C(N)=O)CC1 (centres undefined)	3	-10	-1	1	-1	-2.3	-2	12	-3
Cc1c(NC(=O)Oc2ccccc2)sc(=S)n1C	13	19	7	9	2	0.3	-3	1	-1
CN(C)CCCC1(O)c2ccccc2CCc2ccccc21	24	9	11	-7	-3	-1.3	-2	17	-5
OCCC1CN(Cc2cccn2-c2cccnc2)CCN1Cc1ccc(F)cc1 (centres undefined)	5	12	8	-1	-2	1.5	4	-9	-2
COc1ccc(-c2csc(N(CCc3ccc(OC)c(OC)c3)C(=O)COc3ccccc3)n2)cc1	16	17	7	20	0	3.4	-2	9	-4
Cc1onc(-c2ccccc2Cl)c1C(=O)NCc1ccc(F)cc1	11	-5	6	13	0	0.0	-2	19	-2
COc1ccc(C)cc1NC(=O)CO/N=C(\N)CC(=O)Nc1ccccc1OC	7	0	7	16	0	-0.3	2	-3	-3

Entries of single compounds, quoted from the list.
COc1ccc(-c2csc(N(CCc3ccc(OC)c(OC)c3)C(=O)COc3ccccc3)n2)cc1 is listed with APJ antagonist: 16; tim10-1 inh: 17; TIM10 inh: 7; tim23-1 inh: 20; GRIN3A LBD mod: 0; MPTP block: 3.4; beta cell repl: -2; NLRP3 yeast inh: 9; APJ ag: -4
COc1ccccc1NC(=O)C1CCCN(c2ncnc3c2nc2n3CCCCC2)C1 (centres undefined) is listed with APJ antagonist: 11; tim10-1 inh: 19; TIM10 inh: 9; tim23-1 inh: 15; GRIN3A LBD mod: -2; MPTP block: -1.0; beta cell repl: -1; NLRP3 yeast inh: 10; APJ ag: -1
COc1ccc(C)cc1NC(=O)CO/N=C(\N)CC(=O)Nc1ccccc1OC is listed with APJ antagonist: 7; tim10-1 inh: 0; TIM10 inh: 7; tim23-1 inh: 16; GRIN3A LBD mod: 0; MPTP block: -0.3; beta cell repl: 2; NLRP3 yeast inh: -3; APJ ag: -3
